Fam108B counter: counter-screen for RBBP9 inhibitors: inhibitors of mouse Fam108B; 0.33% of 300,000 active; recombinant Fam108B, FP-Rh probe fluorescence polarization; AID 1947; inhibition, % at 9.51 µM;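 active means inhibition above the screen mean inhibition plus 3 SD, computed separately per campaign, cut at about 18% in these data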;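 further: inhibitors lower polarization as less probe binds the enzyme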
GSTO1 counter: GSTO1 inhibition, counter-screen for RBBP9 inhibitors; P78417; recombinant GSTO1, activity-based probe fluorescence polarization; inhibition, % at 5.96 µM; 1.1% of 300,000 active; AID 1974;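 active means inhibition above the campaign mean inhibition plus 3 SD, cut at about 35% in these data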;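 further: 0% = GSTO1-1 with DMSO and 100% = wells lacking GSTO1-1 enzyme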
LYPLA1 inh: counter-screen for PME1 inhibitors: inhibitors of human LYPLA1; 0.16% of 320,000 active; O75608; recombinant LYPLA1, FP-Rh probe fluorescence polarization; inhibition, % at 5.9 µM;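 active means inhibition above the mean of all tested compounds plus 3 SD, set per campaign, cut at about 14% in these data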;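 further: inhibitors block serine hydrolase probe labeling of LYPLA1 so polarization falls; 0% = enzyme with DMSO and 100% = wells lacking LYPLA1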
pPAFAH inh: inhibitors of human plasma PAF acetylhydrolase (pPAFAH) | recombinant pPAFAH, FP-rhodamine probe fluorescence polarization | AID 463082 | inhibition, % at 3.39 µM | 1.5% of 330,000 active;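 active means inhibition above the mean inhibition across the screen plus 3 SD, cut at about 25% in these data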;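 further: inhibitors block binding of the rhodamine activity-based probe so polarization drops; 0% = enzyme with DMSO and 100% = wells lacking pPAFAH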
PAFAH1B3 FP inh: blocks human PAF acetylhydrolase 1B catalytic subunit 3 | inhibition, % at 3.39 µM | 0.28% of 340,000 active | Q15102 | recombinant PAFAH1B3, FP-rhodamine probe, fluorescence polarization;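 active means inhibition above the screen-wide average of all tested compounds plus 3 SD, cut at about 25% in these data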;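 further: 0% = enzyme with DMSO only and 100% = wells lacking PAFAH1B3 protein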
Target sequence (Q15102 whole entry, looked up): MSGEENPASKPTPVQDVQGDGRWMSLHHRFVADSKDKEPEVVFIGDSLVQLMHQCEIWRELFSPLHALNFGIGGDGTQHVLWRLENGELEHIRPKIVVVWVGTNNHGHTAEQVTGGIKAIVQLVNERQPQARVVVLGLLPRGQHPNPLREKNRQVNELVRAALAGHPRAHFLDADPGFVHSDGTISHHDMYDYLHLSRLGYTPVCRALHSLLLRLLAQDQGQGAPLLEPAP
PAD4 inh: inhibitors of human PAD4; Q9UM07; recombinant PAD4, RCA probe fluorescence polarization; inhibition, % at 6.36 µM; 0.41% of 330,000 active; AID 485272;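 active means percent inhibition above a cutoff equal to the mean of all tested compounds plus 3 SD, cut at about 15% in these data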;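 further: 0% = PAD4 with RCA probe and DMSO and 100% = probe without PAD4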
Target sequence (Q9UM07 whole entry, looked up): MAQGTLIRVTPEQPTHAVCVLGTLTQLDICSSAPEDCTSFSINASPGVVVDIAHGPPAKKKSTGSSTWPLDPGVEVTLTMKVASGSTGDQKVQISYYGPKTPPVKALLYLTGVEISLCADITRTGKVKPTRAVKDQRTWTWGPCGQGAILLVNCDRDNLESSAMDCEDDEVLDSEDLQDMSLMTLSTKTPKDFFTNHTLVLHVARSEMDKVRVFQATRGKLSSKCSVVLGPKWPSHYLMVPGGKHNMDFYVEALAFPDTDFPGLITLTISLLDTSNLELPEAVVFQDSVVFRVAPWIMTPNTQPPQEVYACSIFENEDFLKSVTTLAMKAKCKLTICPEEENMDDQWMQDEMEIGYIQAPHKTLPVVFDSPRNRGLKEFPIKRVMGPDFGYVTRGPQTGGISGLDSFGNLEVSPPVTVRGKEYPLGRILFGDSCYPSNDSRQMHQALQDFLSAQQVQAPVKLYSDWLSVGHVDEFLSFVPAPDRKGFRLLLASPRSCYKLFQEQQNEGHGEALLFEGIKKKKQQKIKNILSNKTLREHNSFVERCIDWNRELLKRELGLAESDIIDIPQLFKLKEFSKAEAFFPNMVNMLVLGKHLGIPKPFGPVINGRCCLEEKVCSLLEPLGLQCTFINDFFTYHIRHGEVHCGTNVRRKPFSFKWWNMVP
PME-1 primary: blocks human protein phosphatase methylesterase 1. Q9Y570. recombinant PME-1, FP-Rh probe fluorescence polarization. inhibition, % at 5.9 µM. 0.53% of 320,000 active;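 active means inhibition above the campaign mean of all compounds plus 3 SD, cut at about 26% in these data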;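 further: competitive labeling of PME-1 active site by serine hydrolase directed probe; 0% = PME-1 with DMSO and 100% = wells lacking PME-1 enzyme; inhibitors block probe labeling so polarization falls and inhibition rises; many of its hits are not listed in these tables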
PAFAH2 FP inh: PAFAH2 (human) inhibition; recombinant PAFAH2, FP-rhodamine activity probe, fluorescence polarization; AID 492956; Q99487; 0.99% of 340,000 active; inhibition, % at 3.39 µM;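 active means inhibition above the mean over all tested compounds plus 3 SD, cut at about 30% in these data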;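 further: inhibitors block probe labeling of enzyme so polarization drops; 0% = enzyme with DMSO and 100% = wells lacking PAFAH2 protein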
PAFAH1B2 inh: inhibitors of human PAFAH1B2. recombinant PAFAH1B2, FP-rhodamine activity probe, fluorescence polarization. inhibition, % at 3.39 µM. 1.2% of 340,000 active. AID 492953;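 active means inhibition above the mean of all tested compounds plus 3 SD, cut at about 24% in these data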;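 further: 0% = enzyme with DMSO and 100% = wells lacking PAFAH1B2; many of its hits are not listed in these tables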
Active calls of the source: *; / = not tested or not shown. Only part of the results is shown; count on the stated rates, not on these rows.

# | molecule | Fam108B counter | GSTO1 counter | LYPLA1 inh | pPAFAH inh | PAFAH1B3 FP inh | PAD4 inh | PME-1 primary | PAFAH2 FP inh | PAFAH1B2 inh
1 | CC1=NC(C#N)=C(C#N)NC(C)(C)C1 | 5 | 9 | 3 | 0 | 3 | -5 | 2 | -10 | 0
2 | COc1ccc(/C=C/C(=O)O)cc1S(=O)(=O)N1CCCCC1 | 4 | -4 | 2 | -3 | -2 | -1 | -2 | 9 | 2
3 | CC(C)N1C(=O)CCC1C(=O)NCCc1ccc(Cl)cc1 (stereo not drawn) | 0 | -5 | 3 | 5 | 3 | 3 | -5 | 5 | 17
4 | CCCCCCOC(=O)C1=C(C)NC(=O)NC1c1ccc2c(c1)OCO2 (stereo not drawn) | 0 | -11 | -1 | 3 | 10 | -3 | -2 | 3 | 20
5 | O=c1c(O)c(-c2cccs2)oc2ccccc12 | -5 | 1 | -1 | 1 | 1 | -11 | -4 | 2 | 4
6 | O=C(NCCNS(=O)(=O)c1ccc(C(F)(F)F)cc1)N1CCOCC1 | -1 | 1 | 1 | 4 | 3 | -2 | -2 | -6 | 7
7 | CCOC(=O)c1sc2nc(COC(=O)c3c(F)cccc3F)[nH]c(=O)c2c1C | -5 | 0 | -5 | 6 | -4 | 0 | -8 | -2 | 1
8 | CCOC(=O)c1c(CN2CCN(C)CC2)oc2ccc(O)cc12 | -6 | 1 | 3 | -1 | -2 | 1 | 0 | 3 | 0
9 | CCc1cccc(NC(=O)Cn2cc(C=O)c3ccccc32)c1 | 3 | 7 | 0 | 2 | 9 | -2 | -10 | 1 | 5
10 | CCCC/C(O)=C/c1nc2ccccc2[nH]c1=O | 2 | 1 | -1 | 4 | -5 | -2 | 3 | 0 | 0
11 | C=CCOC(=O)C1=C(C)OC(N)=C(C#N)C1c1c(C)nn(-c2ccccc2)c1Cl (stereo not drawn) | -1 | -5 | 2 | 6 | 4 | 6 | -2 | -3 | 3
12 | CC(C)c1cc(C(=O)NC2CCCc3c2cnn3-c2ccccc2F)no1 (stereo not drawn) | -2 | -2 | 6 | 8 | 6 | -2 | -1 | 3 | 3
13 | O=C(Nc1ccn(Cc2c(F)c(F)cc(F)c2F)n1)c1ccc(COc2ccccc2Cl)cc1 | -15 | -2 | -12 | -4 | -12 | -2 | -23 | -8 | -2
14 | COc1ccc(OC)c(S(=O)(=O)NCC(c2cccs2)N2CCc3ccccc3C2)c1 (stereo not drawn) | 4 | -1 | -1 | 0 | 1 | 2 | -2 | 0 | 0
15 | Cn1cc(S(=O)(=O)NCCc2ccccc2)c(=O)n(C)c1=O | -3 | 3 | 0 | 8 | 6 | -3 | 0 | -1 | 1
16 | CCC(C)Sc1ccc([C@@H]2[C@H]3C(=O)N(CC)C(=O)[C@H]3[C@]3(C(=O)OC)CCCCN23)cc1 (stereo partly drawn) | -3 | 0 | -4 | 11 | 1 | -2 | -8 | 1 | 3
17 | CCOC(=O)c1c(C)n(C)c2ccc(OC)c(NC(=O)CCN3CCSCC3)c12 | 0 | -1 | -1 | 7 | -3 | -3 | -5 | -10 | 4
18 | COc1ccc(CNC(=O)c2ccccc2[N+](=O)[O-])cc1 | 2 | 2 | -2 | -1 | 2 | -2 | -2 | -1 | 0
19 | O=C(/C=C/c1ccc(Cl)c([N+](=O)[O-])c1)Nc1ccc(N2CCCC2)cc1 | 0 | 11 | 0 | 4 | -3 | -9 | 4 | 4 | 3
20 | COc1ccc(C(=O)Nc2ccccc2C(=O)NC(C)C)cc1OC | 1 | 3 | 2 | 1 | -1 | 1 | 7 | 6 | 5
21 | COc1ccc(NC(=O)C2CCCN(S(=O)(=O)c3cccc4cccnc34)C2)cc1OC (stereo not drawn) | -2 | 12 | 1 | 1 | 8 | -1 | 2 | 1 | 0
22 | CCCCN(C)CCNC(=O)c1cc2c(-c3ccccc3F)nn(C)c2s1 | 0 | -4 | -3 | 1 | 4 | -7 | 1 | 1 | 3
23 | CCOc1ccccc1N(C)C(=O)c1cc2c(=O)n(CC)c3ccccc3c2s1 | -2 | 6 | -1 | -1 | 2 | -3 | -3 | -2 | 1
24 | CC(NC(=O)c1cc2ccccc2o1)c1ccccc1 (stereo not drawn) | -2 | 0 | 1 | 1 | 2 | -1 | 0 | 5 | 5
25 | Cc1cc(C)c(NC(=O)CSc2nc3ccc(NC(=O)CSc4nnnn4Cc4ccccc4)cc3s2)c(C)c1 | -20 | -14 | -29 | -7 | -14 | -12 | -26 | -37 | -12
26 | O=C(Nc1cc(=O)[nH]c(=O)[nH]1)c1cccc(Br)c1 | 1 | 2 | -8 | 0 | 2 | 3 | 0 | -8 | 1
27 | Cc1ccc(-n2nnnc2SCc2nc3sc(C)c(C)c3c(=O)[nH]2)cc1 | -4 | 2 | -1 | 0 | -3 | -2 | 0 | -15 | -1
28 | CC(=O)NN1C(=O)/C(=C\c2ccc(O)cc2)SC1=S | -23 | 0 | -11 | -10 | -23 | -8 | -32 | -31 | -17
29 | Cc1ccccc1N(CC(=O)NCCSC1CCCCC1)S(=O)(=O)c1ccccc1 | -4 | 8 | -4 | 3 | 4 | -1 | -2 | 0 | 8
30 | Cc1cccc(C(=O)Nc2ccc3c(c2)C(=O)N(CC(C)C)C3=O)c1 | -3 | 17 | -3 | 2 | 2 | 0 | -13 | -5 | 5
31 | COC(=O)NNC(=O)/C=C/c1ccccc1 | -1 | 5 | -3 | 3 | 5 | -4 | -2 | 2 | 6
32 | CN1CCc2nc(NC(=O)c3cccc(S(=O)(=O)N4CCc5ccccc54)c3)sc2C1 | -1 | -31 | -4 | 0 | -6 | -2 | -2 | -7 | -1
33 | COc1ccc(CC(=O)N(C)CC(=O)Nc2cccc(F)c2)cc1S(=O)(=O)N1CCOCC1 | 3 | 8 | -1 | -3 | -2 | -3 | 2 | 0 | 1
34 | O=C1/C(=C\c2ccc(O)cc2)SC(=S)N1Cc1ccccc1 | -9 | -26 | -18 | -6 | 0 | -9 | -18 | -6 | 0
35 | Cc1ccccc1-c1nc(CN(C)C(C)c2ccon2)c(C)o1 (stereo not drawn) | 1 | -2 | -2 | 1 | 8 | 1 | -1 | -5 | 4
36 | Cc1nc2ncccn2c1-c1csc(Nc2ccc(S(N)(=O)=O)cc2)n1 | -1 | 3 | 3 | 17 | 10 | -5 | 7 | 4 | 2
37 | Cc1ccc(NC(=O)CN(C)S(=O)(=O)c2cccc3cccnc23)c(C)c1 | 4 | -5 | -2 | -2 | 4 | -1 | 26 | -1 | 0
38 | CN(CCCC(=O)N1CCN(c2ncccn2)CC1)S(=O)(=O)c1ccc(F)cc1 | / | / | / | 0 | 5 | -1 | / | 7 | 2
39 | CC1=NNC(=O)C1CCC(=O)N/N=C(\C)c1ccc(Cl)cc1 (stereo not drawn) | -1 | 11 | 3 | 3 | 8 | -3 | 3 | 0 | 2
40 | COC(=O)NNC(=O)c1cccc(C)c1 | -2 | -2 | 0 | 2 | 6 | 5 | -6 | -8 | 3
41 | Cc1ccccc1S(=O)(=O)Cc1ccc(C(=O)NC2CCCCCC2)o1 | 1 | 1 | -5 | 4 | 2 | 4 | -3 | 12 | 8
42 | COCCCNS(=O)(=O)c1ccc2c3c(cccc13)C(=O)S2 | 0 | 3 | -3 | 1 | 7 | 3 | 1 | 8 | 6
43 | CC(=O)c1ccc(-n2nnnc2SCC(=O)Nc2cccc(NC(=O)c3ccco3)c2)cc1 | -13 | -17 | -3 | -10 | -9 | -11 | -15 | -8 | -3
44 | Cc1ccc(S(=O)(=O)NCC(=O)N(CC(=O)NCC2CCCO2)CC2CCCO2)cc1 (stereo not drawn) | 8 | 5 | 5 | 9 | 8 | -2 | -1 | 2 | 2
45 | Cc1[nH]c2ccccc2c1/C=N/NC(=O)c1cc(-c2ccncc2)nc2ccccc12 | 16 | -3 | -12 | 16 | 11 | 7 | 26* | -6 | 8
46 | CN(Cc1nc2ccccc2c(=O)[nH]1)C(=O)c1ccc(S(=O)(=O)N(C)C)cc1 | 0 | -5 | 2 | 5 | 6 | -3 | -2 | -6 | 1
47 | COc1cc(N)c(Cl)cc1Cl | 1 | -3 | -2 | 2 | / | -3 | 1 | / | /
48 | COc1ccc2c(c1OC)C(=O)N(c1ccc(O)cc1)C2=O | 2 | -9 | -5 | 2 | -7 | -5 | 4 | 3 | 7

Records 34 to 42 of the list above:
# | molecule | Fam108B counter | GSTO1 counter | LYPLA1 inh | pPAFAH inh | PAFAH1B3 FP inh | PAD4 inh | PME-1 primary | PAFAH2 FP inh | PAFAH1B2 inh
34 | O=C1/C(=C\c2ccc(O)cc2)SC(=S)N1Cc1ccccc1 | -9 | -26 | -18 | -6 | 0 | -9 | -18 | -6 | 0
35 | Cc1ccccc1-c1nc(CN(C)C(C)c2ccon2)c(C)o1 (stereo not drawn) | 1 | -2 | -2 | 1 | 8 | 1 | -1 | -5 | 4
36 | Cc1nc2ncccn2c1-c1csc(Nc2ccc(S(N)(=O)=O)cc2)n1 | -1 | 3 | 3 | 17 | 10 | -5 | 7 | 4 | 2
37 | Cc1ccc(NC(=O)CN(C)S(=O)(=O)c2cccc3cccnc23)c(C)c1 | 4 | -5 | -2 | -2 | 4 | -1 | 26 | -1 | 0
38 | CN(CCCC(=O)N1CCN(c2ncccn2)CC1)S(=O)(=O)c1ccc(F)cc1 | / | / | / | 0 | 5 | -1 | / | 7 | 2
39 | CC1=NNC(=O)C1CCC(=O)N/N=C(\C)c1ccc(Cl)cc1 (stereo not drawn) | -1 | 11 | 3 | 3 | 8 | -3 | 3 | 0 | 2
40 | COC(=O)NNC(=O)c1cccc(C)c1 | -2 | -2 | 0 | 2 | 6 | 5 | -6 | -8 | 3
41 | Cc1ccccc1S(=O)(=O)Cc1ccc(C(=O)NC2CCCCCC2)o1 | 1 | 1 | -5 | 4 | 2 | 4 | -3 | 12 | 8
42 | COCCCNS(=O)(=O)c1ccc2c3c(cccc13)C(=O)S2 | 0 | 3 | -3 | 1 | 7 | 3 | 1 | 8 | 6

The results go on:
# | molecule | Fam108B counter | GSTO1 counter | LYPLA1 inh | pPAFAH inh | PAFAH1B3 FP inh | PAD4 inh | PME-1 primary | PAFAH2 FP inh | PAFAH1B2 inh
49 | O=C(O)CNC(=O)c1ccc(NS(=O)(=O)c2ccc3ccccc3c2)cc1 | -2 | -2 | -3 | 8 | 8 | -6 | 0 | 0 | 12
50 | COc1cccc(NC(=O)CCC2CCN(Cc3nccs3)CC2)c1 | 1 | 6 | -1 | -2 | 12 | 1 | 1 | -1 | -2
51 | COc1cccc(NC(=O)CSc2nnc(Cc3cccs3)n2-c2ccc(C)cc2)c1 | -4 | 0 | -5 | 21 | 1 | -3 | 4 | -10 | 5
52 | CCc1ccc(/C=C\C(=O)N2CCc3ccccc3C2)cc1 | -2 | 0 | 0 | 3 | 5 | 2 | -4 | -1 | 1
53 | C/C(=N\NC(=O)c1cccs1)C(C)(C)C | 0 | -1 | 2 | 3 | 2 | -1 | -8 | 14 | -2
54 | CC1CCCC(C)N1CCNC(=O)CCc1nnc2n(Cc3ccccc3)c(=O)c3ccccc3n12 (stereo not drawn) | -1 | -4 | 4 | 4 | 2 | 2 | -4 | -3 | 5
55 | O=C(NCC(=O)N(c1ccccc1)C(C(=O)NC1CCCCC1)c1cccnc1)c1ccco1 (stereo not drawn) | 1 | 2 | 3 | 1 | -1 | -2 | 3 | 4 | 2

Screening data from PubChem BioAssay.
